# PriA SSB inh: inhibitors of Klebsiella pneumoniae PriA binding to SSB C-terminal tail, primary screen, biochemical, AlphaScreen. AID 1272365, 2023. inhibition, % at 33 µM. 0.6% of 430,000 active. PriA–SSB C-terminal tail interaction (Klebsiella pneumoniae). AlphaScreen SSBct-PriA binding, biotinylated peptide; in the data active = inhibition mostly above about 37%, no sharp cut-off; inactive = mostly below about 20%;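 note: plate controls were negative control peptide for no effect and reference peptide for full effect; strong numbers were not always called active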
# * marks the source's active call; other numbers are inactive results; & = joins results of further samples. Some of the compounds tested; the hit share may differ from the screen's.
SMILES,PriA SSB inh
CC(=O)C(C)n1c(CN(Cc2ccccc2)Cc2ccccc2)nc2c1c(=O)n(C)c(=O)n2C (stereo not drawn),-7.0
CC(C)CNCC(O)COC1CCCC1 (stereo not drawn),-2.0
Cc1ccccc1C(=O)NCCOc1ccc(F)cc1,-14.0
O=C(NCCS(=O)(=O)N1CCN(c2ncccn2)CC1)C12CC3CC(CC(C3)C1)C2,-1.0
Cc1cc(C)c(C)c(S(=O)(=O)NCCCN2CCOC(c3ccccc3)C2)c1C (stereo not drawn),2.0
O=S1(=O)CCCCN1c1ccc(S(=O)(=O)N(CCc2ccccc2)Cc2ccccn2)cc1,-6.0
COC(CNC(=O)C1CC(=O)N(c2ccccc2)C1)c1ccccc1C (stereo not drawn),-6.0
CCOC(=O)c1c(NC(=O)c2cc3c(=O)n4ccccc4nc3s2)sc2c1CCCC2,-23.0&-12.0
O=C(Cc1noc2ccccc12)N1CCC(n2c(=O)[nH]c3ccccc3c2=O)CC1,-18.0
CC(=NNC(=O)c1cccc(Br)c1)c1ccccn1,-8.9
O=C(Cn1cccn1)Nc1cnn(C2CCOCC2)c1,-15.0
O=C(NCc1cccc2ccccc12)NCC1CCN(c2ccncc2)CC1,-17.0
COc1ccc(C(F)(F)F)cc1NC(=O)C1CCCN(c2ccc(-n3cncn3)nn2)C1 (stereo not drawn),-4.0
O=C(Nc1ccc(F)c([N+](=O)[O-])c1)N1C[C@H]2C[C@H](C1)c1cccc(=O)n1C2,-9.4
Cc1ccc(CS(=O)(=O)NCC2CCN(C(C)C)CC2)cc1,-17.0
CS(=O)(=O)N1CCC(C(=O)NCc2cccnc2-c2ccsc2)CC1,-7.0
NC(=O)c1nc2ccccc2s1,-13.0&-3.0
CCN(N=Cc1ccc(N(C)C)cc1)c1nc2ccccc2[nH]1,-29.3
O=C(Nc1cccc(-c2nc3ccccc3[nH]2)c1)c1cc(-c2cccs2)nc2ccccc12,6.0
CCCNC(=O)C(=O)NCC1CCN(Cc2cccs2)CC1,-18.0
Cc1nc2c(SCC(=O)Nc3ccc(C(N)=O)cc3)nnc(-c3ccccc3)c2s1,-6.0
CCOC(=O)c1c(NC(=O)CSc2nnc(-c3ccc4c(c3)OCO4)n2CC)sc2c1CCCC2,-13.0
Cc1ccccc1-c1noc(C[C@H]2CCCN(C(=O)c3ccccc3Br)C2)n1,-11.0
O=C(CCNS(=O)(=O)c1cccc(F)c1)NCc1cncc(-c2ccsc2)c1,-3.0
Cc1ccc(NC(=O)Nc2ccc(-c3ccc(N4CCN(C)CC4)nn3)cc2)cc1,-9.0
O=C(Nc1ccccc1F)c1cc(C2CCN(C(=O)CSC3CCCC3)CC2)[nH]n1,5.0
CSC(=NN(C)C(N)=O)c1ccccc1,-10.3
O=C(CCn1cnc2c(cnn2-c2ccccc2)c1=O)NCc1ccccn1,-6.0
Cc1ccc(NC(=O)C[C@@H]2Nc3ccccc3NC2=O)c(Br)c1,-20.0
CC(C)c1nnc(SCC(N)=O)c2c1cnn2-c1ccccc1,-10.0
CC(=O)Nc1ccc(S(=O)(=O)NCCN2CCN(c3ccccc3)CC2)c(C)c1,-4.0
COc1ccc(CCS(=O)(=O)NCCc2ccc(N(C)C)cc2)cc1,11.0
Cc1ccc(S(=O)(=O)N=C2C=C(NS(=O)(=O)c3ccccc3)C(=O)c3ccccc32)c(C)c1,6.7
C[C@@H](CC(=O)N1CCC(Cc2ccccc2)CC1)CC1=NS(=O)(=O)c2ccccc2N1,-8.0
N#C/C(=C\c1ccc(-c2ccc(S(N)(=O)=O)cc2)o1)S(=O)(=O)c1ccc(Cl)cc1,9.0
O=C(/C=C/c1ccccc1)Nc1nc(-c2cc3ccccc3oc2=O)cs1,-11.0
Cc1ccc(-c2nc3sc(=Cc4ccco4)c(=O)n3n2)cc1,2.8
O=C(c1ccccc1Cl)N1CCC2(CC1)NC(=O)N(CCc1ccccc1)C2=O,-12.0
Cc1nc(-c2ccc(S(=O)(=O)N3CCc4ccccc4C3)s2)cs1,-3.0
CCn1nc(C(=O)Nc2sccc2C(N)=O)cc1C,-5.0
Clc1ccccc1C=NNc1cc(N2CCOCC2)ncn1,-3.2
Cn1nccc1C(=O)Nc1nc(-c2ccccc2)c(C(=O)c2ccccc2)s1,6.0
CCc1ccc(S(=O)(=O)N2CCC(c3nn(C)c(=O)n3-c3ccccc3)CC2)s1,-14.0
CC(=O)Nc1ccc(NC(=O)Cn2cnc3c(-c4ccccc4)csc3c2=O)cc1,9.0
Cc1ccc(-n2c(C)nc3ccc(NC(=O)c4ccccn4)cc3c2=O)cc1,10.0
COc1ccc(-c2cc(=O)n(CC(=O)N3CCOCC3)cn2)cc1,-1.0
CNCc1cccs1,-11.0
Cc1ccc(-c2ccc(=O)n(CCCC(=O)Nc3cccc(C)c3C)n2)cc1,-4.0
COc1ccc(-c2cc3nc(C)cc(Nc4cccc(Cl)c4)n3n2)cc1OC,0.0
CCOC(=O)C1C(=O)C=C(c2ccc(OC)cc2OC)CC1c1ccco1 (stereo not drawn),-7.0
O=S(=O)(c1ccccc1)c1nc(N(CCO)c2ccccc2)sc1Cl,-7.0
O=C(NCC(F)(F)F)C1CCN(c2cc(C3CC3)ncn2)CC1,-16.0
O[C@H](COc1cccc(Oc2ccccc2)c1)CN1CCN(c2ccccc2)CC1,31.0*
C=c1c(=C2N=C(c3ccc(Br)cc3)NO2)oc2ccc(S(=O)(=O)Nc3ccc(C)cc3)cc12,-14.0
COc1ccc(Cl)cc1S(=O)(=O)N1CCN(C(c2ccccc2)c2ccccc2)CC1,-11.0&-5.0
CC(C)c1nccn1CC1CCN(S(=O)(=O)c2ccc(Br)s2)CC1,-10.0
O=S(=O)(NCC#CCN1CCCC1)c1cccc(Cl)c1,-23.0
Cc1noc(Cc2ccccc2NC(=O)c2ccc3nsnc3c2)n1,23.0
COc1ccc(-c2cnc(SCCNC(=O)c3cccc(Br)c3)[nH]2)cc1,14.0
O=C(Nc1ccc(F)cc1F)C1COc2ccccc2O1 (stereo not drawn),2.0

# More records follow.
SMILES,PriA SSB inh
CCOC(=O)N1CCC(NC(=O)C2CCN(C(=O)c3n[nH]c4ccccc34)CC2)CC1,-10.0&2.0
COc1cc(CSCc2csc(NC(=O)COc3ccccc3F)n2)cc(OC)c1,15.0
Cc1ccc2oc(C(=O)N3c4ccccc4CC3C)cc2n1 (stereo not drawn),4.0
O=S1(=O)CC[C@H](OCCO)C1,-16.0
CC(C)C(=O)Nc1ccc(S(=O)(=O)NCC2(c3cccs3)CCOCC2)cc1,-30.0
O=C(NCc1nnc(SCc2ccc(C(F)(F)F)cc2)n1-c1cccc(Cl)c1)c1cccc2ccccc12,-14.0
CCn1nc(C)c(C=NNC(=S)Nc2ccc(Cl)cc2Cl)c1C,1.7
O=C(NCCc1ccccc1)C1CCN(c2ccc(-c3cccs3)nn2)CC1,-23.0
COc1cccc(NC(=O)N2CCCSC[C@@H]2CN2CCCCC2)c1OC,-2.0
Oc1ccc2nc(N3CCCC3)sc2c1,18.0
O=C(Nc1ccc(-c2nc3ccccc3[nH]2)cc1)c1c(F)cccc1F,-7.0
O=C(NCCN1CCN(c2ccc(F)cc2)CC1)c1cc(C2CC2)on1,-15.0
COc1ccc(S(=O)(=O)N(C)CCCC(=O)O)cc1N(C)S(=O)(=O)c1ccccc1,19.0
CCOC(=O)c1cc(C(O)(C(=O)OC)C(F)(F)F)c(N=CN(C)C)o1 (stereo not drawn),-0.2
Cn1cccc1[C@@H](O)CCNC(=O)C(=O)Nc1cccnc1,3.0
CCSc1ccc(Cc2nnc(NC(=O)c3cc(C)on3)o2)cc1,9.0
O=C(Nc1ccc(F)cc1F)N1CCN(c2ccc3nnc(C4CC4)n3n2)CC1,-10.0
Cc1cccc(S(=O)(=O)Nc2ccc(-c3ccc4nnc(-c5ccccn5)n4n3)cc2)c1,79.0*
CCCCCc1c(C)c(C#N)c2[nH]c3ccccc3n2c1=O,-18.0
NC(=O)c1ccc(NC(=O)C(=O)NCc2ccco2)cc1,-3.0
C/C(=C/C(=O)O)C(=O)Nc1nc(-c2ccc(Cl)cc2)cs1,-9.0
COc1ccc(C(CNS(=O)(=O)CCc2ccccc2)N2CCOCC2)cc1 (stereo not drawn),6.0
O=C(NCCc1ccccc1)c1csc(Nc2ccccc2)n1,7.0
CCOc1ccc(-c2ccc(N3CCN(C(=O)Nc4ccc(F)c(F)c4)CC3)nn2)cc1,-5.0
CCS(=O)(=O)N1CCc2ccc(NC(=O)CN3C(=O)c4ccccc4C3=O)cc2C1,-3.0
COC(=O)c1sc2ccccc2c1NC(=S)NC(=O)c1ccc(Cl)cc1,-14.0
C=CCNC(=O)CSc1nnnn1-c1ccccc1CC,-16.0
COc1ccc(CCNC(=O)C(=O)NCC2OCCCN2S(=O)(=O)c2cccs2)cc1OC (stereo not drawn),-21.0
O=C(Nc1nnc(Cc2ccc(Cl)s2)o1)c1ccco1,2.0
COc1ccc2[nH]cc(C(=O)O)c(=O)c2c1,-19.0

# In the list so far, twelve contain a Cl atom:
SMILES,PriA SSB inh
N#C/C(=C\c1ccc(-c2ccc(S(N)(=O)=O)cc2)o1)S(=O)(=O)c1ccc(Cl)cc1,9.0
O=C(c1ccccc1Cl)N1CCC2(CC1)NC(=O)N(CCc1ccccc1)C2=O,-12.0
Clc1ccccc1C=NNc1cc(N2CCOCC2)ncn1,-3.2
COc1ccc(-c2cc3nc(C)cc(Nc4cccc(Cl)c4)n3n2)cc1OC,0.0
O=S(=O)(c1ccccc1)c1nc(N(CCO)c2ccccc2)sc1Cl,-7.0
COc1ccc(Cl)cc1S(=O)(=O)N1CCN(C(c2ccccc2)c2ccccc2)CC1,-11.0&-5.0
O=S(=O)(NCC#CCN1CCCC1)c1cccc(Cl)c1,-23.0
O=C(NCc1nnc(SCc2ccc(C(F)(F)F)cc2)n1-c1cccc(Cl)c1)c1cccc2ccccc12,-14.0
CCn1nc(C)c(C=NNC(=S)Nc2ccc(Cl)cc2Cl)c1C,1.7
C/C(=C/C(=O)O)C(=O)Nc1nc(-c2ccc(Cl)cc2)cs1,-9.0
COC(=O)c1sc2ccccc2c1NC(=S)NC(=O)c1ccc(Cl)cc1,-14.0
O=C(Nc1nnc(Cc2ccc(Cl)s2)o1)c1ccco1,2.0

# Following part.
SMILES,PriA SSB inh
Cn1cc(CC(=O)NCCSC2CCOCC2)c2ccccc21,-6.0
Cc1ccc(C2SCCN2S(=O)(=O)c2ccc(I)cc2)cc1 (stereo not drawn),-10.0
O=C(NCCc1ccc(N2CCCC2)cc1)c1cc2ccccc2oc1=O,-7.0
O=C(Cn1c(=O)oc2ccccc21)Nc1cnn(C2CCOCC2)c1,-6.0
COc1ccc(CCNC(=O)c2ccc(-c3ccccc3Cl)o2)cc1,-2.0
CCOc1ccccc1NC(=O)Cn1nc(-c2ccccc2)c2sc(N3CCOCC3)nc2c1=O,-11.0&-7.0
COc1ccccc1OCC(=O)NC1CCN(c2nccs2)CC1,-9.0
COc1ccc(N2CCN(S(=O)(=O)N3CCOCC3)CC2)cc1,-10.0
Nc1ccc(C(=O)NN=C2CN3CCC2CC3)cc1,-13.1
O=C(CS(=O)(=O)c1ccccc1)Nc1ccccc1Oc1ccccc1,-4.0
Cc1ccc(NC(=O)CC2CCCCN2S(=O)(=O)c2ccc(F)cc2)cc1Cl (stereo not drawn),7.0
COC(CNS(=O)(=O)c1cn(C)cn1)c1ccccc1Cl (stereo not drawn),-2.0
Cc1ccc(NCCNC(=O)Nc2cccc(C)c2C)nn1,-19.0
CC(C)(C)c1csc(N)n1,1.0
O=C(C1CCCCN1S(=O)(=O)c1cccs1)N1CCc2ccccc2C1 (stereo not drawn),-1.0&12.0
C=CCN(CC=C)S(=O)(=O)c1ccc(C(=O)Nc2ccc(F)cc2F)cc1,-13.0
O=C(NCc1ccnc(-c2ccsc2)c1)c1cc(-c2cccs2)[nH]n1,10.0
COc1cccc(C(=O)N2CCN(c3ccc(-c4ccc(F)cc4)nn3)CC2)c1OC,0.0
CC(=O)Nc1ccc(C(=O)NCc2cncc(-c3ccsc3)c2)cc1,-1.0
O=C(NN=Cc1c[nH]c2ccccc12)c1ccccc1,-11.1
FC(F)(F)c1nc(Cl)cc(Cl)n1,7.0
Cc1cccc(C(=O)ON=Cc2ccc(Br)cc2)c1,-36.6
Cc1[nH]c(=O)[nH]c(=O)c1CN1CCNCC1,-8.0
CN(C)S(=O)(=O)NC1CC(=O)N(c2ccc(F)cc2)C1 (stereo not drawn),-10.0
Cc1cc(S(=O)(=O)C(CNC(=O)COc2ccccc2C)c2cccs2)ccc1F (stereo not drawn),-7.0
CCNc1nn(CC(=O)Nc2ccc(C)cc2C)c(N)c1-c1nc(-c2ccccc2C)no1,-9.0
CC(=NNC(=O)CN1CCN(S(=O)(=O)c2ccc(C)cc2)CC1)c1ccco1,2.1
COc1ccc2cc(C(=O)NCC3CCN(c4nccnc4C#N)CC3)[nH]c2c1,-12.0
c1ccc(CNc2nc(Cc3ccsc3)cs2)cc1,-8.0
O=C(Nc1ccc2c(c1)OCO2)N1CCN(C(=O)c2cnn3c2CCCC3)CC1,8.0
O=c1n(Cc2ccc(F)cc2Cl)nc2ccc(S(=O)(=O)N3CCSCC3)cn12,-15.0
Cc1oc(C=NNS(=O)(=O)c2ccccc2)cc1Br,0.9
COC(=O)Nc1nc(CC(=O)Nc2ccc(C(=O)OC)cc2)cs1,10.0
CC(C)Oc1ccc(C(=O)N2CCC(Cn3c(C(F)(F)F)nc4ccccc43)CC2)cc1,-14.0
O=C(CC1CCCC1)NCC1CCN(c2ncccn2)CC1,-10.0
Cc1nc(C(=O)N2CCC(Oc3ncccc3C#N)CC2)cs1,-10.0
C(/C=C/c1ccco1)=NN1CCN(c2ccccc2)CC1,30.5
C=C(C)Cn1c(SCC(=O)NN=Cc2ccccc2)nc2ccccc2c1=O,9.3
CCn1c(SCC(=O)NCc2ccc(Cl)cc2)nc2c(-c3ccc(C)cc3)csc2c1=O,-3.0
O=C(NN=Cc1ccco1)c1cnccn1,9.6
COC(=O)c1ccc(NC(=O)C2CCCN(c3ccc(-c4ccc(OC)cc4)nn3)C2)cc1 (stereo not drawn),0.0
CC(C)C(=O)Nc1ccc(C(=O)NCCNS(=O)(=O)N(C)C)cc1,-7.0
COc1ccc(-c2ccc(C)c(NC(=O)c3cccc(OC)c3OC)c2)nn1,-18.0&-5.0
